Screening results from PubChem.
TSHR antag: antagonists of human thyroid stimulating hormone receptor. activity change, negative = inhibition, % at 11.5 µM. TSHR-expressing cells, TSH-stimulated cAMP HTRF, 2 h; stronger effect = lower value. 0.2% of 330,000 active. P16473;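 active = activity change below a set negative limit, meaning inhibition stronger than a set level, cut at about -70% in these data; inconclusive = activity change between two set negative limits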; note: % is set by controls: 0 for no effect and ±100 for the full control effect
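Inhibition of cAMP made by TSHR-expressing cells under TSH stimulation (4nM final, EC80; 2 h, 37 deg C) is quantified with a one-step lysis HTRF kit, anti-cAMP cryptate versus cAMP-d2.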
Tb PFK block: blocks T. brucei phosphofructokinase. T. brucei PFK, ADP-Glo luminescence. Potency, µM (titrated, usually from 57.5 µM), inactives show at the highest dose activity, negative = inhibition, hits mostly inhibitors. AID 485367. 0.17% of 330,000 active;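 note: potency is the fitted concentration of half-maximal effect; 0% = uninhibited 1x PFK enzyme wells and -100% = no-enzyme wells; nearly all actives have a fitted effect of over 60% in size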
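Activity is normalized to no-enzyme wells (full inhibition) and 1.25 nM enzyme wells (no inhibition). Reaction: 0.5 mM F6P, 0.1 mM ATP, 45 min RT, ADP-Glo luminescence; concentration-response curves fitted and classed by quality.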
Mito fusion yeast: blocks mitochondrial division or promotes mitochondrial fusion; S. cerevisiae fusion-defective mutant growth rescue, CellTiterGlo 48 h; Potency, µM (doses to about 46.1 µM), for inactives: at the top dose growth rescue (activation), most hits filed as activators; 0.23% of 320,000 active; AID 485298;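 note: potency is the fitted concentration of half-maximal effect; % of control where 0% means no effect; nearly all actives have a fitted effect of over 45% in size; temperature-sensitive fusion mutants such as fzo1-1 at 37 °C on non-fermentable ethanol glycerol medium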
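Luminescent cell viability in 1536-well qHTS format served as the measure of rescued growth in ts fusion-mutant S. cerevisiae cultured on non-fermentable YPEG for 48 hours at 37C.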
TSG101-PTAP inh: blocks PTAP/TSG101 interaction to inhibit HIV-1 budding; Q99816; Fluorescence polarization, FITC-PTAP peptide / Tsg101 binding; Potency, µM (series often up to 115 µM), inactives show top-dose activity change, negative = inhibition, actives largely listed as inhibitors; 340,000 tested, under 10 active; AID 493005; active = well fitted inhibition curve with a large enough effect in the main read-out, with a control signal flat, not every such curve was filed as active; inconclusive = small, poorly fitted or top-dose-only effect, or effect the other way, or a change in a side signal; inactive = no such curve, though single readings can be large or run the other way; note: potency is the fitted concentration of half-maximal effect; % of control where 0% means no effect
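FP read-out: FITC-PTAP peptide, 50 nM final, binding Tsg101 binding domain, 10 uM final; 20 min, r.t.; 10 mM HEPES pH 7.5, 0.15 M NaCl, 0.01% Tween 20, 3 mM EDTA, 0.1 mM TCEP.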
ELG1 DNA repair: blocks ELG1-dependent DNA repair in HEK293T cells; HEK293T ELG1-luciferase reporter, luminescence, 16 h; DNA damage induced by 5-fluorouridine; AID 504467; 2.3% of 330,000 active; Potency, µM (doses to about 46.1 µM), without a hit: at the highest dose activity change, negative = inhibition, usual class: inhibitors; note: potency is the fitted concentration of half-maximal effect; % is set by controls: 0 for no effect and ±100 for the full control effect; nearly all actives have a fitted effect of over 55% in size
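DMSO vehicle served as the neutral condition. Each well held 2,000 cells given 5-fluorouridine plus compound; after 16 hr at 37 °C/5% CO2, ONE-Glo was added and luciferase measured 30 min later.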
Eya2 phos inh: blocks the phosphatase activity of human Eya2; 0.006% of 330,000 active; Potency, µM (titrated, usually from 76.9 µM), for the others: at the top dose activity, negative = inhibition, usual class: inhibitors; AID 488837; recombinant Eya2, OMFP fluorescence dephosphorylation (OMFP is methylfluorescein phosphate); O00167; note: potency is the fitted concentration of half-maximal effect; % is set by controls: 0 for no effect and ±100 for the full control effect
Target sequence (O00167 whole entry, looked up): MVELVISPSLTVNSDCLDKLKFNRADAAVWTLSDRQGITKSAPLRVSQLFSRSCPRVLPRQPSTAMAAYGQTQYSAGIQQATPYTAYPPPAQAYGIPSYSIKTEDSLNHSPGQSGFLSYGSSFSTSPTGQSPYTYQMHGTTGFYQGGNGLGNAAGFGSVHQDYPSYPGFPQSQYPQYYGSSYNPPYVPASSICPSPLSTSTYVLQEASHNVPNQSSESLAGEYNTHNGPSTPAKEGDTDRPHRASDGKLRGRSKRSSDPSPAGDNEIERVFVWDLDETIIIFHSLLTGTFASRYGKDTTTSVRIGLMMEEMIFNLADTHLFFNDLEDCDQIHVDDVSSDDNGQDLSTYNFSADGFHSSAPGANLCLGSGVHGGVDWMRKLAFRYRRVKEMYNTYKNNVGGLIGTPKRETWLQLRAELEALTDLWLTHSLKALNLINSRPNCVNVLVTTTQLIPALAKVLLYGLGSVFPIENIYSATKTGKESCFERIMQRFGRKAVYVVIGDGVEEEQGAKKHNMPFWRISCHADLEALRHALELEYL
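Eya2 (0.2 uM) preincubated 10 min at ambient with compound, then OMFP substrate added at 50 uM; 10 min reaction in 50 mM HEPES pH 7.5, 50 mM NaCl, 5 uM MgCl2, 0.05% BSA, 1 mM DTT. Fluorescence read at Ex 485/Em 525 nm.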
B2AR arrestin: agonists driving beta-arrestin recruitment to human beta2-adrenergic receptor; 0.02% of 330,000 active; beta-arrestin recruitment to beta2AR, cell-based reporter; Potency, µM (doses to about 46.1 µM), for inactives: top-dose activation, hits mostly activators; P07550; AID 492947;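 note: potency is the fitted concentration of half-maximal effect; 0% = DMSO controls and full agonism = EC100 isoproterenol or metaproterenol; nearly all actives have a fitted effect of over 65% in size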
TCR act: T cell receptor activation; AID 504894; Potency, µM (doses to about 9.22 µM), for the others: at the highest dose activation of IL-2 secretion, most hits filed as activators; primary human leukocytes, anti-CD3, IL-2 HTRF, 48 h; 330,000 tested, under 10 active; note: % of control where 0% means no effect
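48 hr co-incubation of compounds, a-CD3 beads and primary human leukocytes; IL-2 quantified homogeneously by HTRF with anti-IL-2 K and d2 conjugates.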
USP2a block: inhibitors of human ubiquitin-specific protease USP2a; O75604; USP2 core, Ub-CHOP2 coupled fluorogenic reporter, 485/531; Potency, µM (titrated, usually from 38.3 µM), inactives show at the highest dose activity change, negative = inhibition, usual class: inhibitors; 0.01% of 330,000 active;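 note: potency is the fitted concentration of half-maximal effect; plate controls were DMSO wells for no effect and full inhibition by NEM control for full effect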
Target sequence (O75604 whole entry, looked up): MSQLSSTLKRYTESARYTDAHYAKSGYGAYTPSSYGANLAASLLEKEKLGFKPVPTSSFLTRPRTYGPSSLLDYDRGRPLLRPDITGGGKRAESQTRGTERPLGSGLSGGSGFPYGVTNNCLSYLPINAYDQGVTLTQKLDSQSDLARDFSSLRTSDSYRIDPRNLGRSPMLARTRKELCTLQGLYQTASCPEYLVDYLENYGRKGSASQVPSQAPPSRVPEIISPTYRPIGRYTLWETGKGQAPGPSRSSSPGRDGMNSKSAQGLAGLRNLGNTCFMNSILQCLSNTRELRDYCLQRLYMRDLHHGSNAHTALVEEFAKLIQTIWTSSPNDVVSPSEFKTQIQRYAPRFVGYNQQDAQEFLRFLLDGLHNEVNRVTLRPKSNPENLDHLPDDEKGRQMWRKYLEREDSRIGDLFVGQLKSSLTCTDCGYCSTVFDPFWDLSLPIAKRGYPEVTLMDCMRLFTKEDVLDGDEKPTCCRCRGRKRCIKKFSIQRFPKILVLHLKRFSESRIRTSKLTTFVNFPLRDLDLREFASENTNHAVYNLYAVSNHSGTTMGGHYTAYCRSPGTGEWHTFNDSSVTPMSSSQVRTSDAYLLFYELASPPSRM
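USP2 core (10nM final) preincubated 30min RT with compound in 20mM Tris-HCl pH 8.0, 2mM CaCl2, 2mM beta-mercaptoethanol, 0.05% CHAPS; 25nM Ub-CHOP2 plus 25nM reporter substrate added, fluorescence (Ex485/Em531) read after 60min.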
Chronic BCR inh: blocks chronic active B-cell receptor signaling | ABC-DLBCL IkBa-CBG/CBR reporter, luminescence ratio, 4 h | Potency, µM (series often up to 46.1 µM), inactives show at the highest dose ratio change, negative = lower green/red ratio, hits mostly inhibitors | 0.05% of 340,000 active; active = well fitted inhibition curve with a large enough effect in the signal ratio, with a control signal flat, not every such curve was filed as active; inconclusive = small, poorly fitted or top-dose-only effect, or effect the other way, or a change in a side signal; the % refers to the signal ratio;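 note: potency is the fitted concentration of half-maximal effect; plate controls were basal doxycycline-induced cells for no effect and cells given 10 µM MG132 for full effect; MG132 reads +100%, hits lower the ratio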
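TMD8 human ABC-DLBCL cells with doxycycline-inducible IκBα–green luciferase fusion and unfused red luciferase, in 0.5% FBS medium; compounds up to 46 uM, 4 h at 37C. Green/red luminescence ratio, filter-overlap corrected, fitted to concentration-response curves.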
uPA surface inh: blocks generation of uPA at the cell surface. AID 540303. cell surface uPA generation assay, qHTS. Potency, µM (top dose mostly 38.3 µM), for the others: at the top dose activity change, negative = inhibition, most hits filed as inhibitors. 0.31% of 330,000 active; active = well fitted inhibition curve with a large enough effect; inconclusive = small, poorly fitted or top-dose-only effect; inactive = no such curve, though single readings can be large or run the other way; tested in mouse RAW 264.7 cells; note: potency is the fitted concentration of half-maximal effect; % is set by controls: 0 for no effect and ±100 for the full control effect; nearly all actives have a fitted effect of over 55% in size
The depositor's hits bear a star; [ ] = remark or other dose. Unless noted, calls come from the whole dose curve; as a rule, active = well fitted curve in the direction sought with a large enough effect; inconclusive = small, poorly fitted or top-dose-only effect, or another doubt; inactive = no such curve, though single readings can be large; an effect the other way counts as inactive or inconclusive.

Screening CCCC[C@@H]1C=C(C(=O)O)[C@H](c2ccc(Br)cc2)N1S(=O)(=O)c1ccc(C)cc1 returned TSHR antag -7, Tb PFK block -3%, TSG101-PTAP inh -11%, ELG1 DNA repair -2%, Eya2 phos inh 0%, B2AR arrestin -0.4%, TCR act -1%, USP2a block 0%, Chronic BCR inh -1% and uPA surface inh -16%.
For CC(=O)Nc1ccc(NC(=O)/C(Cl)=C/c2ccccc2)cc1 the results were TSHR antag 14, Tb PFK block 0%, Mito fusion yeast 3%, TSG101-PTAP inh 1%, ELG1 DNA repair inconclusive, Eya2 phos inh 3%, B2AR arrestin 0.1%, TCR act -4%, USP2a block 0%, Chronic BCR inh inconclusive and uPA surface inh -5%.
Screening CC1CC(C)CN(S(=O)(=O)c2ccc(C(=O)NN3CCOCC3)cc2)C1 (stereo unspecified) returned TSHR antag -1, Tb PFK block 0%, Mito fusion yeast 3%, TSG101-PTAP inh -2%, ELG1 DNA repair 8%, Eya2 phos inh -2%, B2AR arrestin -1.0%, TCR act 8%, USP2a block 1%, Chronic BCR inh -2% and uPA surface inh -8%.
COc1cc(NC(=O)c2cccnc2)ccc1-c1cc2ccccc2oc1=O was read as TSHR antag -1, Tb PFK block -1%, Mito fusion yeast 2%, ELG1 DNA repair -17%, Eya2 phos inh 7%, B2AR arrestin 0.0%, USP2a block 12% and Chronic BCR inh 5%.
`O=C(/C=C\c1ccccc1)Nc1nccs1` gave TSHR antag -5, Tb PFK block 0%, Mito fusion yeast -2%, TSG101-PTAP inh -2%, ELG1 DNA repair inconclusive, Eya2 phos inh 3%, B2AR arrestin 0.7%, TCR act 0%[46.1 µM], USP2a block 0%, Chronic BCR inh inconclusive and uPA surface inh -3%.
`CCC(=O)Oc1c(C(=O)CC)cc2c(C)cc(=O)oc2c1C` gave TSHR antag -5, Tb PFK block 4%, Mito fusion yeast 0%, TSG101-PTAP inh -3%, ELG1 DNA repair inconclusive, Eya2 phos inh -1%, B2AR arrestin -0.2%, TCR act -17%[46.1 µM], USP2a block 2%, Chronic BCR inh inconclusive and uPA surface inh inconclusive.
For NC(=O)C1CCN(C(=O)c2ccc3c(c2)S(=O)(=O)c2ccccc2C3=O)CC1 the results were TSHR antag 7, Tb PFK block 1%, Mito fusion yeast 2%, TSG101-PTAP inh -4%, ELG1 DNA repair 17%, Eya2 phos inh -2%, B2AR arrestin -0.5%, TCR act -2%, USP2a block 1%, Chronic BCR inh 1% and uPA surface inh -1%.
O=C(NCc1ccccc1Cl)C(=O)NCC1OCCCN1S(=O)(=O)c1cccs1 (stereo unspecified) was read as TSHR antag 0, Tb PFK block 1%, Mito fusion yeast 2%, TSG101-PTAP inh -1%, ELG1 DNA repair 1%, Eya2 phos inh -3%, B2AR arrestin -0.5%, TCR act -2%, USP2a block -1%, Chronic BCR inh -18% and uPA surface inh -3%.
`COc1ccc(/C=C/C(=O)NCC(=O)N/N=C/c2cc(Br)ccc2OC)cc1` gave TSHR antag -6, Tb PFK block -1%, Mito fusion yeast 5%, TSG101-PTAP inh -6%, ELG1 DNA repair -17%, Eya2 phos inh -9%, B2AR arrestin 0.0%, TCR act -14%, USP2a block -2%, Chronic BCR inh 5% and uPA surface inh -11%.
`Cc1ccc(NC(=O)N2CCN(c3ccccn3)CC2)cc1` gave TSHR antag 4, Tb PFK block 0%, Mito fusion yeast 1%, TSG101-PTAP inh -5%, ELG1 DNA repair 7%, Eya2 phos inh 7%, B2AR arrestin -0.4%, TCR act -3%, USP2a block 3% and Chronic BCR inh 9%.
Screening O=C(Cc1c(Cl)cccc1Cl)Nc1ccncc1Cl returned TSHR antag 6, Tb PFK block 0%, Mito fusion yeast 1%, TSG101-PTAP inh -2%, ELG1 DNA repair 22%, Eya2 phos inh 2%, B2AR arrestin -0.1%, TCR act -1%, USP2a block 0%, Chronic BCR inh 3% and uPA surface inh -12%.
Screening COc1ccc(NC(=O)CCCN2C(=O)C3C4C=CC(C4)C3C2=O)c(OC)c1 (stereo unspecified) returned TSHR antag -6, Tb PFK block 0%, Mito fusion yeast -1%, TSG101-PTAP inh -4%, ELG1 DNA repair 1%, Eya2 phos inh 1%, B2AR arrestin 0.4%, TCR act -2%[46.1 µM], USP2a block 1%, Chronic BCR inh 4% and uPA surface inh 3%.
`Cc1cc(C)n2nc(CNS(=O)(=O)c3c(F)c(F)c(F)c(F)c3F)nc2n1` gave TSHR antag -6, Tb PFK block 2%, Mito fusion yeast -5%, TSG101-PTAP inh -6%, ELG1 DNA repair 10%, Eya2 phos inh 1%, B2AR arrestin 0.0%, TCR act -10%, USP2a block -2%, Chronic BCR inh inconclusive and uPA surface inh inconclusive.
For Clc1nccnc1-c1ccccc1 the results were TSHR antag 0, Tb PFK block -2%, Mito fusion yeast 0%, TSG101-PTAP inh -5%, ELG1 DNA repair -4%, Eya2 phos inh 0%, B2AR arrestin -0.2%, TCR act -6%[46.1 µM], USP2a block -5%, Chronic BCR inh inconclusive and uPA surface inh 0%.
Screening Cc1c(Cl)c(C(=O)Nc2nc3ccccc3n2CCN2CCCCC2)nn1C returned TSHR antag 1, Tb PFK block 0%, Mito fusion yeast 2%, ELG1 DNA repair 22%, Eya2 phos inh 3%, B2AR arrestin 0.3%, USP2a block 1% and Chronic BCR inh inconclusive.
Screening O=C(CCN1C(=O)c2ccccc2C1=O)C1=NN[C@@H]2C(=O)N(c3cccc(Cl)c3)C(=O)[C@H]12 returned TSHR antag -4, Tb PFK block 0%, Mito fusion yeast -6%, TSG101-PTAP inh -1%, ELG1 DNA repair 6%, Eya2 phos inh 8%, B2AR arrestin 0.5%, TCR act 0%[46.1 µM], USP2a block -1%, Chronic BCR inh 0% and uPA surface inh 2%.
For Cc1cc(C)c(S(=O)(=O)N2CCOC2CNC(=O)C(=O)NCc2ccco2)c(C)c1 (stereo unspecified) the results were TSHR antag -2, Tb PFK block -7%, Mito fusion yeast 3%, TSG101-PTAP inh 0%, ELG1 DNA repair 2%, Eya2 phos inh 2%, B2AR arrestin -1.1%, TCR act 1%, USP2a block -1%, Chronic BCR inh -2% and uPA surface inh 4%.
Cn1c(SCC(=O)Nc2ccccc2)nnc1C(F)(F)F was read as TSHR antag -1, Tb PFK block 1%, Mito fusion yeast 9%, TSG101-PTAP inh -5%, ELG1 DNA repair -10%, Eya2 phos inh 19%, B2AR arrestin 0.1%, TCR act -1%, USP2a block 13%, Chronic BCR inh 1% and uPA surface inh 6%.
For CCc1ccc(Nc2nnc(SCC(=O)Nc3cccnc3Cl)s2)cc1 the results were TSHR antag -14, Tb PFK block 5%, Mito fusion yeast 0%, TSG101-PTAP inh 0%, ELG1 DNA repair -21%, Eya2 phos inh 4%, B2AR arrestin -0.2%, TCR act -1%[46.1 µM], USP2a block -1%, Chronic BCR inh inconclusive and uPA surface inh -20%.
For Cc1cccc(N2CCN(C(=O)C3CCCN(S(=O)(=O)c4cnc[nH]4)C3)CC2C)c1 (stereo unspecified) the results were TSHR antag 2, Tb PFK block -6%, Mito fusion yeast -5%, TSG101-PTAP inh 1%, ELG1 DNA repair 23µM*, Eya2 phos inh 4%, B2AR arrestin 0.0%, TCR act 1%[46.1 µM], USP2a block 2% and Chronic BCR inh 3%.
Screening CC(=O)Nc1ccc(NC(=O)c2ccc(Cn3cc(Cl)cn3)cc2)cc1 returned TSHR antag 0, Tb PFK block inconclusive, Mito fusion yeast -4%, TSG101-PTAP inh 0%, ELG1 DNA repair -23%, Eya2 phos inh -9%, B2AR arrestin -0.5%, TCR act 7%[46.1 µM], USP2a block 1%, Chronic BCR inh 5% and uPA surface inh 14%.
For O=C(NNC(=O)C1CCC1)c1cccc(Cl)c1 the results were TSHR antag 8, Tb PFK block -3%, Mito fusion yeast -3%, TSG101-PTAP inh 1%, ELG1 DNA repair inconclusive, Eya2 phos inh -14%, B2AR arrestin -0.3%, TCR act 4%, USP2a block 0%, Chronic BCR inh -2% and uPA surface inh -9%.
For O=C(Cc1ccccc1)Nc1ccc(Cl)cn1 the results were TSHR antag 18, Tb PFK block -7%, Mito fusion yeast 2%, TSG101-PTAP inh -1%, ELG1 DNA repair inconclusive, Eya2 phos inh 3%, B2AR arrestin -0.8%, TCR act -3%, USP2a block 2%, Chronic BCR inh 5% and uPA surface inh 0%.
`Cc1cc(N)n(-c2ccc(C)c(C)c2)n1` gave TSHR antag -7, Tb PFK block 4%, Mito fusion yeast 7%, TSG101-PTAP inh 0%, ELG1 DNA repair inconclusive, Eya2 phos inh 5%, B2AR arrestin -1.1%, TCR act -8%, USP2a block 7%, Chronic BCR inh inconclusive and uPA surface inh -3%.
For COc1ccc(C2(C)CC(C)(C)Nc3ccccc32)cc1 (stereo unspecified) the results were TSHR antag -17, Tb PFK block 2%, Mito fusion yeast -8%, TSG101-PTAP inh -2%, ELG1 DNA repair -5%, Eya2 phos inh 3%, B2AR arrestin 0.0%, TCR act 1%, USP2a block -2%, Chronic BCR inh 3% and uPA surface inh -7%.
